MsrA inh – inhibitors of bovine MsrA; AID 651718; inhibition, % at 15.5 µM; actives 0.75% (n = 360,000); purified bovine MsrA, absorbance read-out; in the data active means inhibition above about 4.5%;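 further: 0% = vehicle wells with enzyme and 100% = reference inhibitor wells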
eLon inh – E. coli protease La inhibition; P0A9M0; purified E. coli Lon protease, fluorescence polarization; inhibition, % at 7.94 µM; actives 0.42% (n = 360,000); AID 602123; in the data active means inhibition above about 13%, passing the limit was not always enough;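 further: 0% = enzyme with probe and DMSO and 100% = no enzyme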
Target sequence (P0A9M0 whole entry, looked up): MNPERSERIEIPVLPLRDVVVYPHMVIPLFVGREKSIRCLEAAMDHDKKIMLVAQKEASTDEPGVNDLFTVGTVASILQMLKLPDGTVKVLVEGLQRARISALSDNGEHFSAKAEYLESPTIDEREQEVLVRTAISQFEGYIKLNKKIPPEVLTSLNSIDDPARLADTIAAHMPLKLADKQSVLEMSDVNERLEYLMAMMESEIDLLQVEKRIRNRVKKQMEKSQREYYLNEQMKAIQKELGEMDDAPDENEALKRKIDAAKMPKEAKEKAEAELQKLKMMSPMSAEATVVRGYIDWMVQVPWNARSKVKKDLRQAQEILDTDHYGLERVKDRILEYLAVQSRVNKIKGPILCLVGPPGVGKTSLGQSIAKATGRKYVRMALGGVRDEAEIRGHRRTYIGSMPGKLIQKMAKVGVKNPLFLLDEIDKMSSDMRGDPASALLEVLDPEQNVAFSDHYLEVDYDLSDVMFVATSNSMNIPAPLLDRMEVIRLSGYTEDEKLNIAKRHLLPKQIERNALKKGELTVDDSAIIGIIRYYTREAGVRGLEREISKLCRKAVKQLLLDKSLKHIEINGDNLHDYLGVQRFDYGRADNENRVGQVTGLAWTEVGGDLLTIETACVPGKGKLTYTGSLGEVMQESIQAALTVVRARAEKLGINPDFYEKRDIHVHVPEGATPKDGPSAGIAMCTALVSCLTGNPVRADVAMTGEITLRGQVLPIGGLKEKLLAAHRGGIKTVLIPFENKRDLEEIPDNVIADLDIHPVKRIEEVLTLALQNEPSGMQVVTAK
LMPTP inh – LMPTP (human) inhibition | P24666 | recombinant LMPTP-A, OMFP fluorogenic substrate, fluorescence intensity | inhibition, % at 20 µM | actives 0.22% (n = 360,000) | AID 651560;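 active means compounds that cut the enzyme signal by at least half of the control window in the single-dose screen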;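 further: plate controls were DMSO wells with enzyme plus substrate for no effect and substrate without enzyme for full effect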
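test system = LMPTP-A | amount = 0.625 nM LMPTP-A final | reagent = fluorogenic phosphatase substrate OMFP at 400 µM final | incubation = 50 min at room temperature | benchmarks = no-enzyme low control, uninhibited high control | medium = Bis-Tris pH 6.0, DTT, detergent | signal = fluorescence intensity of OMFP turnover product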
Scp1 inh – Scp-1 (human) phosphatase inhibition | Recombinant Scp1, phosphopeptide, malachite green phosphate absorbance | actives 0.88% (n = 340,000) | Q9GZU7 | inhibition, % at 20 µM | AID 493091;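 active means inhibition above about 50% at 20 µM, limit read from the data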;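 further: plate controls were DMSO wells with enzyme for no effect and wells lacking enzyme for full effect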
Target sequence (Q9GZU7 76-261 limits assumed): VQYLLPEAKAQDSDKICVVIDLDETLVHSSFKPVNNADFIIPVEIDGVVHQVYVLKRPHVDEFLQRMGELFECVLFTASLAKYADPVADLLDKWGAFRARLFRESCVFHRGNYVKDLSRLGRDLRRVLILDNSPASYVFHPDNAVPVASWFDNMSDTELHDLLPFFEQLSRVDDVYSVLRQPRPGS
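System: SCP-1 catalytic domain; Reagent: Phospho 17-mer peptide substrate; Doses: one concentration, 20 µM, with 1.0% DMSO; Incubation: 45 min room-temperature reaction, 5 min colour, 30 min stabiliser; Signal: Phosphate-binding colour reagent, absorbance read at 630 nm.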
NRP1-CendR mod – alters CendR peptide binding to human NRP-1; O14786; FAM-RPARPAR peptide binding to NRP-1, fluorescence polarization; inhibition, % at 25 µM; actives 0.85% (n = 360,000); AID 602438;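 active means inhibition or corrected inhibition above about 18%, plus a signal ratio from 0.5 to 1.5, limit read from the data, passing the limit was not always enough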; further: strong numbers were not always called active
TbMetRS inhib – blocks T. brucei methionyl-tRNA synthetase activity. AID 624268. inhibition, % at 11.9 µM. purified T. brucei MetRS, ATP depletion, Kinase-Glo luminescence. actives 0.4% (n = 360,000);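 active means inhibition above a per-plate cutoff of the control wells' mean inhibition plus 3 SD, cut at about 5.5% in these data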;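 further: 0% = DMSO wells median and 100% = median of wells with control inhibitor compound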
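Material: parasite MetRS enzyme / Replication: singlicate, one well per compound / Signal: luminescence of leftover ATP / Schedule: 2 h aminoacylation at 25 °C after 15 min preincubation / Medium: HEPES-MgCl2-KCl buffer plus DTT, spermine, BSA, pyrophosphatase / Doses: 11.9 µM single point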
STEP block – blocks human striatal-enriched tyrosine phosphatase. recombinant STEP, OMFP fluorogenic substrate, fluorescence. inhibition, % at 20 µM. P54829. actives 0.25% (n = 360,000);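 active means inhibition at 20 µM, scaled per plate between control wells, above about 37%, limit read from the data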;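 further: 0% = DMSO with enzyme and substrate and 100% = substrate only without enzyme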
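Material: STEP (striatal-enriched tyrosine phosphatase) enzyme, cell-free; Compound dosing: 20 µM single dose in 1% DMSO; Technique: fluorescence read at 480 nm ex / 540 nm em; Times: reaction 20 min, ambient temperature; Medium: 50 mM Bis-Tris pH 6.0 with 2.5 mM DTT and 0.005% Tween 20; Also added: OMFP at 25 µM.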
DNMT1 block – inhibitors of human DNMT1; inhibition (reported as % activation of signal), % at 10 µM; actives 0.83% (n = 360,000); DNMT1 molecular beacon, Hinp1I cleavage, fluorescence; AID 588458; P26358; in the data active means inhibition above about 50%
SUMO1 PPI mod – alters human SUMO1 binding to SIM partners. P63165. SUMO1 binding to a labelled peptide, TR-FRET, 1 h. inhibition, % at 20 µM. actives 0.33% (n = 360,000); in the data active means inhibition above about 37%
bovine MsrA act – activators of bovine methionine sulfoxide reductase A; purified bovine MsrA, absorbance read-out; activation, % at 10.6 µM; actives 0.3% (n = 360,000); AID 602163; in the data active means activation above about 7.5%;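 further: 0% = vehicle and 100% = reference activator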
Starred values were filed as active, the others as inactive; · = not tested or not shown.

cpd	smiles	MsrA inh	eLon inh	LMPTP inh	Scp1 inh	NRP1-CendR mod
1	COc1ccc(OC)c(C2C(C(=O)N(C)C)=C(C)Nc3nc4ccccc4n32)c1 (stereo not drawn)	0.7	3	2.2	-10	6
2	COc1ccc(-c2cc(=O)oc3cc(OCC(=O)N4C[C@H]5C[C@@H](C4)c4cccc(=O)n4C5)ccc23)cc1	2.1	-2	-0.8	1	8
3	O=C(CCCCn1c(=O)c2ccccc2n(Cc2ccc(Cl)cc2)c1=O)NCc1ccco1	-0.5	-7	-0.3	-6	13
4	Cc1cccnc1NC(=O)c1ccc([N+](=O)[O-])o1	0.0	-1	-2.8	-8	-10
5	O=C(COC(=O)C(O)C(O)C(=O)OCC(=O)c1ccc(C(F)(F)F)cc1)c1ccc(C(F)(F)F)cc1 (stereo not drawn)	-1.1	6	0.8	-7	10
6	CCCCn1c(Cl)nc2c1c(=O)n(C)c(=O)n2C	-1.1	-1	-0.3	-12	-6
7	CCSc1nnc(-c2ccccc2SC)o1	1.0	2	0.4	-4	-6
8	Cc1ccnc(SCC(=O)c2cc3ccccc3o2)n1	0.5	3	-0.5	0	-6
9	S=C(NCCCc1cnc[nH]1)NCCCN(Cc1ccccc1)c1ccc(Br)cn1	-0.2	0	-6.6	·	-12
10	CC(CNC(=O)[C@@H](Cc1ccccc1)NC(=O)CC[C@H]1O[C@@H](n2ccc(=O)[nH]c2=O)[C@H](O)[C@@H]1O)c1ccccc1 (stereo partly drawn)	1.2	-9	-1.6	·	5
11	CCOc1ccc(CCNC(=O)CS(=O)Cc2nc(-c3ccccc3C)oc2C)cc1OCC (stereo not drawn)	0.5	7	-1.9	-5	2
12	O=C(CCN1CCOCC1)N1CCCC(Nc2ccc(F)cc2)C1 (stereo not drawn)	0.3	-5	-0.6	-10	12
13	CCNC(=O)NC(=O)C(C)OC(=O)CCCc1nc2ccccc2s1 (stereo not drawn)	-1.8	-1	0.0	-9	0
14	CO/N=C/c1ccc(N2CCN(C(=O)c3ccc(Cl)cc3Cl)CC2)c([N+](=O)[O-])c1	0.6	-3	4.8	-12	-13
15	COc1ccc(Cc2nnc(NC(=O)C(C)C)s2)cc1	0.8	7	0.4	-4	1

cpd	TbMetRS inhib	STEP block	DNMT1 block	SUMO1 PPI mod	bovine MsrA act
1	-0.6	0	2	1	2
2	-0.3	5	4	-25	-3
3	-1.2	0	-4	-1	-5
4	0.2	6	-3	-9	1
5	-0.2	0	3	1	-1
6	0.1	5	3	3	2
7	0.5	0	0	1	-3
8	0.5	3	5	-21	-14
9	-0.9	9	-12	-35	-2
10	-0.5	-2	7	-3	-3
11	-0.3	3	-1	3	-2
12	-0.1	-3	2	0	1
13	0.2	-1	0	0	-2
14	0.5	3	-8	-21	-11
15	-0.3	0	4	-1	-1

3 compounds already listed, arranged by formula weight, lowest first.
cpd	smiles	MsrA inh	eLon inh	LMPTP inh	Scp1 inh	NRP1-CendR mod
8	Cc1ccnc(SCC(=O)c2cc3ccccc3o2)n1	0.5	3	-0.5	0	-6
1	COc1ccc(OC)c(C2C(C(=O)N(C)C)=C(C)Nc3nc4ccccc4n32)c1 (stereo not drawn)	0.7	3	2.2	-10	6
9	S=C(NCCCc1cnc[nH]1)NCCCN(Cc1ccccc1)c1ccc(Br)cn1	-0.2	0	-6.6	·	-12

cpd	TbMetRS inhib	STEP block	DNMT1 block	SUMO1 PPI mod	bovine MsrA act
8	0.5	3	5	-21	-14
1	-0.6	0	2	1	2
9	-0.9	9	-12	-35	-2

Single records, as listed above.
`CO/N=C/c1ccc(N2CCN(C(=O)c3ccc(Cl)cc3Cl)CC2)c([N+](=O)[O-])c1` is listed as MsrA inh: 0.6; eLon inh: -3; LMPTP inh: 4.8; Scp1 inh: -12; NRP1-CendR mod: -13; TbMetRS inhib: 0.5; STEP block: 3; DNMT1 block: -8; SUMO1 PPI mod: -21; bovine MsrA act: -11
`Cc1ccnc(SCC(=O)c2cc3ccccc3o2)n1` is listed as MsrA inh: 0.5; eLon inh: 3; LMPTP inh: -0.5; Scp1 inh: 0; NRP1-CendR mod: -6; TbMetRS inhib: 0.5; STEP block: 3; DNMT1 block: 5; SUMO1 PPI mod: -21; bovine MsrA act: -14

Three entries from above, sorted by their value in MsrA inh, falling.
# | structure | MsrA inh | eLon inh | LMPTP inh | Scp1 inh | NRP1-CendR mod | TbMetRS inhib | STEP block | DNMT1 block | SUMO1 PPI mod | bovine MsrA act
14 | CO/N=C/c1ccc(N2CCN(C(=O)c3ccc(Cl)cc3Cl)CC2)c([N+](=O)[O-])c1 | 0.6 | -3 | 4.8 | -12 | -13 | 0.5 | 3 | -8 | -21 | -11
9 | S=C(NCCCc1cnc[nH]1)NCCCN(Cc1ccccc1)c1ccc(Br)cn1 | -0.2 | 0 | -6.6 | · | -12 | -0.9 | 9 | -12 | -35 | -2
3 | O=C(CCCCn1c(=O)c2ccccc2n(Cc2ccc(Cl)cc2)c1=O)NCc1ccco1 | -0.5 | -7 | -0.3 | -6 | 13 | -1.2 | 0 | -4 | -1 | -5

Continued:
cpd	smiles	MsrA inh	eLon inh	LMPTP inh	Scp1 inh	NRP1-CendR mod
16	CCCCn1c(N)c(N(CCOC)C(=O)COc2ccc(C(C)=O)cc2)c(=O)[nH]c1=O	-0.2	1	-0.7	-3	-5
17	O=S1(=O)CC(N2CCN(CCO)CC2)CN1CCc1ccccc1 (stereo not drawn)	0.8	-5	-0.3	·	10
18	COc1cc(O)cc(O)c1C(=O)/C=C/c1ccccc1	2.2	4	2.1	-4	2
19	C=CCOC(=O)C1=C[C@H](C2CCCCC2)C[C@H](OCc2ccc(CO)cc2)O1	0.4	0	0.6	-8	-9
20	O=C(c1ccc(OC2CCN(CCc3ccccc3)CC2)cc1)N1CCCC(O)C1 (stereo not drawn)	0.5	-6	0.5	4	8
21	CC(C)(C)OC(=O)N1CCN(C(=O)c2[nH]cnc2C(=O)Nc2ccccc2F)CC1	0.5	1	-0.6	·	5
22	OCC1(Cc2ccc(Cl)cc2)CCN(Cc2ccc(F)c(F)c2)CC1	0.9	-9	0.2	-11	3
23	Cc1ccc(S(=O)(=O)NNC(=O)Nc2cccc(F)c2)c(C)c1	0.7	2	-1.2	-2	2
24	Cc1oc2cc3oc(=O)c(CCC(=O)NCc4ccccn4)c(C)c3cc2c1C	0.2	0	-0.7	1	-5
25	CCc1cc(=O)oc2cc(C)cc(OCC(=O)C(C)(C)C)c12	2.3	-2	0.5	-1	-7
26	CC(=O)N(CCCCN1C(=O)c2ccccc2C1=O)c1ccc(C)cc1	-0.1	0	-0.5	-7	11
27	CC(=O)NCCn1c(SCC(=O)c2ccc(Cl)cc2)nc2ccccc2c1=O	0.4	-14	-1.2	-5	-20
28	O=C(CCCOc1ccccc1)Nc1ccc(Cl)cn1	1.4	-8	0.6	3	-2
29	Cc1cc(NC(=O)c2c(F)cccc2Cl)n(-c2nc3ccccc3[nH]2)n1	-0.4	7	2.0	-10	13
30	O=C1NCCN1C(=O)c1cccc(Cl)c1	12*	0	-2.2	-2	3

cpd	TbMetRS inhib	STEP block	DNMT1 block	SUMO1 PPI mod	bovine MsrA act
16	-0.4	-3	1	2	-6
17	-0.9	-1	10	0	-4
18	-0.7	2	0	7	3
19	-0.4	-1	-5	-2	-2
20	-1.4	-2	2	-3	-10
21	0.4	0	3	2	0
22	0.2	4	3	3	-3
23	-0.4	0	-2	1	-10
24	0.8	0	-3	7	4
25	-0.8	0	6	-2	-12
26	-0.4	3	4	27	-4
27	-0.3	-3	6	5	0
28	-0.1	1	1	0	-3
29	-0.4	7	-10	0	0
30	-0.9	2	1	-7	0

Other entries:
cpd	smiles	MsrA inh	eLon inh	LMPTP inh	Scp1 inh	NRP1-CendR mod
31	Cc1ccc(S(=O)(=O)n2cnc3ccccc32)cc1[N+](=O)[O-]	-0.2	-5	0.6	-17	1
32	COc1ccc(OC)c(-c2csc(NC(=O)C3CSC4(C)CCC(=O)N34)n2)c1 (stereo not drawn)	-0.6	-1	0.9	-2	-9
33	O=C1NC[C@@H](CCCCN2C[C@H](Cc3ccccc3)N(CCc3ccccc3)C(=O)C2=O)N(Cc2ccccc2)C1=O	-0.8	-4	1.5	·	-13
34	Cn1nc(-c2ccccc2)c(CN2CCN(c3ncccn3)CC2)c1Cl	-0.2	-4	3.0	-12	-3
35	CCOc1ccc(C(=S)N2CCCC2)cc1OC	0.5	0	0.2	-1	-10
36	Cc1cn([C@H]2C[C@H](O)[C@@H](CNCc3ccc(-c4cc(Cl)ccc4C(F)(F)F)o3)O2)c(=O)[nH]c1=O	0.5	-7	-0.4	·	-18
37	COc1ccc(Nc2nccc(-c3ccc([N+](=O)[O-])cc3)n2)cc1	3.5	-2	2.6	-3	-5
38	Cc1c(CN(C)C(=O)CSc2nc(-c3ccco3)cc(C(F)(F)F)n2)cnn1C	2.5	-12	-0.7	1	-1
39	COc1ccccc1OCCn1cc(C#N)c2ccccc21	0.3	0	2.7	-8	-5
40	Cc1ccc(-n2cc(CNCC3CC(=O)N(C4CC4)C3)c(-c3cccc(C)c3)n2)cc1 (stereo not drawn)	-1.5	2	-1.0	-6	1
41	O=C(CCCO)N/N=C/c1cc(Br)ccc1O	-0.7	-4	-1.8	-17	-10

cpd	TbMetRS inhib	STEP block	DNMT1 block	SUMO1 PPI mod	bovine MsrA act
31	-0.3	-2	0	-10	-2
32	-0.3	-1	-13	4	-7
33	0.6	·	·	-5	-1
34	-0.6	4	4	-1	-4
35	-0.9	2	3	4	-8
36	-0.6	-2	-1	-6	-3
37	-0.6	0	-8	-6	-3
38	-0.4	5	2	-5	-7
39	-0.1	3	-3	1	1
40	-0.5	-1	-2	3	-2
41	-0.5	13	2	9	-7

Quoted from the listing.
Under bovine MsrA act, no. 33 shows -1
Under MsrA inh, no. 34 shows -0.2

Screening data from PubChem BioAssay.
